Screening data: PubChem BioAssay, National Center for Advancing Translational Sciences (NCATS)
GCN5L2 inh = inhibitors of human GCN5L2 histone acetyltransferase | GCN5L2 HAT assay, ThioGlo1 CoA-SH fluorescence | Q92830 | Potency, µM (titrated, usually from 58.9 µM), for the others: at the top dose activity change, negative = inhibition, actives largely listed as inhibitors | actives 0.21% (n = 390,000)
Target sequence (Q92830 whole entry, looked up): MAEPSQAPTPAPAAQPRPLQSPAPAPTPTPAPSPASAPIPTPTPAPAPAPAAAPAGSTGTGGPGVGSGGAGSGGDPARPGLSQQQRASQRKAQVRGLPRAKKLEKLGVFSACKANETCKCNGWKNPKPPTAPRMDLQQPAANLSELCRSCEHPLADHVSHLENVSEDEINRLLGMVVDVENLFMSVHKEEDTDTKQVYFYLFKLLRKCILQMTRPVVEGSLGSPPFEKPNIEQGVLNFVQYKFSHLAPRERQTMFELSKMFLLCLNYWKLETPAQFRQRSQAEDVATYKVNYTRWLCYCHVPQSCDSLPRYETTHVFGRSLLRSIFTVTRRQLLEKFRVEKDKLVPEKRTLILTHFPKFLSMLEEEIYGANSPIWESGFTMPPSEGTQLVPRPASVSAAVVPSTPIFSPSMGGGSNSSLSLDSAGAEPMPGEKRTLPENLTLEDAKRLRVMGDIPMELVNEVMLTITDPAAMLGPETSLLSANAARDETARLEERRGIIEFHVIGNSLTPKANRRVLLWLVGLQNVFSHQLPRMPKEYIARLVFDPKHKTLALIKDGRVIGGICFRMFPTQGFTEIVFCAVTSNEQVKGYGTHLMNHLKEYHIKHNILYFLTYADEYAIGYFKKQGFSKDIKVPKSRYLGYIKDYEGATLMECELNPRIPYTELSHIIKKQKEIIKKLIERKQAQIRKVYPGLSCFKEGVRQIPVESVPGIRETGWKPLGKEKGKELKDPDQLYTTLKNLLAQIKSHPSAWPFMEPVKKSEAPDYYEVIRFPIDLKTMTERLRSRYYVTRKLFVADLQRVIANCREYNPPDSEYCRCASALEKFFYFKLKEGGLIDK
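GCN5L2 (20nM final) in 50mM HEPES, 0.1mM EDTA pH 7.5, 0.01% Tween-20 was preincubated 15 min at room temperature with compound, then given ThioGlo1 (50uM), H3(1-25) peptide (75uM) and acetyl-CoA (70uM); CoA-thiol fluorescence (Ex340/Em540) was read at 0 and 20 min.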
FEN1 inhibitor = inhibitors of human flap endonuclease 1; Recombinant FEN1 flap cleavage, fluorescence, 15 min; Potency, µM (highest dose often 114 µM), without a hit: top-dose activity change, negative = inhibition, usual class: inhibitors; actives 0.35% (n = 390,000); AID 588795; also: nearly all actives have a fitted effect of over 65% in size
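Read-out was taken twice, immediately and after 15 min, following addition of 50 nM substrate to 10 nM FEN1 that had sat with test compound for 15 min at room temperature. Curves came from a four-parameter Hill model.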
N370S GC mod = inhibitors or activators of N370S glucocerebrosidase for Gaucher disease; P04062; N370S GC spleen homogenate, 4MU-glucoside fluorescence; Potency, µM (series often up to 59.4 µM), without a hit: top-dose activity change, negative = inhibition, hits mostly inhibitors; actives 0.092% (n = 330,000); AID 2101;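 also: 0% = full enzyme activity and -100% = no enzyme basal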
* marks the source's active call; other numbers are inactive results; u = inconclusive; x = not tested or not shown; & = joins results of further samples. Calls follow the shape of the dose curve; as a rule, active = well fitted curve in the direction sought with a large enough effect; inconclusive = small, poorly fitted or top-dose-only effect, or another doubt; inactive = no such curve, though single readings can be large; an effect the other way counts as inactive or inconclusive. Unless noted, % is scaled to controls: 0 for no effect and ±100 for the full control effect; potency is read from the fitted curve at half-maximal effect. A portion of the library; count on the stated rates, not on these rows.

SMILES | GCN5L2 inh | FEN1 inhibitor | N370S GC mod
CCc1nc(N)nc(N)c1-c1ccc(Cl)cc1 | -4.1% | 13.6% | -13.8%
O=C(CCC(=O)c1ccccc1)Nc1ccc(F)c(Cl)c1 | -5.1% | -8.9% | x
COc1ccc(OC)c(CNC(=O)CCC(=O)N2Cc3cccc(OC)c3Oc3ncccc32)c1 | -5.3% | -17.5% | -2.8%
N#Cc1cnc2c(-c3ccccc3)c(-c3ccccc3)nn2c1N | 3.4% | 5.7% | -0.8%
CCOC(=O)c1ccccc1NC1OC(=O)c2ccccc21 (stereo not given) | -4.9% | -2.1% | -3.0%
CSCCC(NS(=O)(=O)c1ccc2c(c1)oc(=O)n2C)C(=O)NC1CCN(Cc2ccccc2)CC1 (stereo not given) | -2.5% | -3.6% | 3.8%
COc1ccc(-c2occ(C(=O)O)c2C(=O)O)cc1 | -5.8% | 4.3% | 2.8%
O=C(N/C(=C/c1ccc(Cl)cc1)c1nc2ccccc2[nH]1)c1ccco1 | u | 3.3% | 20.5%
C=CCNC(=S)N1CCN(CCN=CC2=C(O)CC(c3cccs3)CC2=O)CC1 (stereo not given) | -24.9% | -2.7% | -2.4%
CC(C)(C)[C@@H]1C=C(C(=O)N2CCN(Cc3ccccc3)CC2)O[C@H](OCc2ccc(CO)cc2)C1 | -0.4% | -25.9% | u
CCN(c1ccccc1)S(=O)(=O)c1cc(NC(=O)CN2CCN(C)CC2)ccc1Cl | 0.6% | -14.1% | x
COC(=O)c1sc(NC(=O)COc2ccccc2OC)nc1C | -2.4% | -4.3% | 23.4%
CC(C)Cc1ccc(/C=C/C(=O)NC2CC2)cc1 | 1.2% | -7.7% | 5.9%
Cc1ccc2ncc(C(=O)N3CCN(c4ccccc4F)CC3)c(=O)n2c1 | -7.7% | 0.3% | x
CC(=O)c1ccc(N2CCN(C(=O)C3CCN(C(=O)Nc4ccccc4)CC3)CC2)cc1 | -4.2% | -1.6% | x

Another view of some results above.
structure	GCN5L2 inh	FEN1 inhibitor	N370S GC mod
C=CCNC(=S)N1CCN(CCN=CC2=C(O)CC(c3cccs3)CC2=O)CC1 (stereo not given)	-24.9%	-2.7%	-2.4%
CC(C)Cc1ccc(/C=C/C(=O)NC2CC2)cc1	1.2%	-7.7%	5.9%
CSCCC(NS(=O)(=O)c1ccc2c(c1)oc(=O)n2C)C(=O)NC1CCN(Cc2ccccc2)CC1 (stereo not given)	-2.5%	-3.6%	3.8%

The main list resumes, repeating the 2 entries before the break.
SMILES | GCN5L2 inh | FEN1 inhibitor | N370S GC mod
Cc1ccc2ncc(C(=O)N3CCN(c4ccccc4F)CC3)c(=O)n2c1 | -7.7% | 0.3% | x
CC(=O)c1ccc(N2CCN(C(=O)C3CCN(C(=O)Nc4ccccc4)CC3)CC2)cc1 | -4.2% | -1.6% | x
O=C(N/N=C/c1cn(Cc2ccccc2)c2ccccc12)c1cccnc1 | -9.1% | -22.4% | -13.2%
COc1ccc(NC(=O)Cn2c(=O)n(CCCCCC(=O)NCc3ccc4c(c3)OCO4)c(=O)c3sccc32)cc1Cl | 5.0% | 89.1µM* | x
CCOC(=O)c1[nH]c2ccc(OC)cc2c1NC(=O)OC | -7.9% | -10.9% | 9.2%
CCCc1nc(SCC(=O)NNC(=O)C2CCCCC2)c2ccccc2n1 | -0.2% | 1.3% | -0.7%
CCOC(=O)C1CCCN(C(=O)c2ccc(CNc3c(N4CCC(C)CC4)c(=O)c3=O)cc2)C1 (stereo not given) | -4.8% | 5.5% | 0.5%
CC1CCCCN1c1csc2ccc(F)cc2c1=O (stereo not given) | -3.4% | -2.0% | x
CCn1c(-c2ccc(F)cc2)n[nH]c1=S | 1.2% | 15.9% | 13.1%
COc1ccc(-n2c(SCc3ccccn3)nc3c(c2=O)SCC3)cc1OC | -4.1% | 1.7% | -3.1%
O=c1c(CCc2ccccc2)nc2cnc(N3CCOCC3)nc2n1C[C@H]1CCCO1 | -18.2% | x | 1.2%
CCOc1ccc(NC(=O)c2cc(S(=O)(=O)N3CCCCC3)c[nH]2)cc1 | -2.4%&-1.2% | -1.3%&-5.6% | -0.7%
Cc1cccc(NC(=O)c2cc(Cl)sc2Cl)c1C | -7.0% | -5.2% | 2.4%
CC(CNC(=O)Cc1ccc(NC(=O)N2CCSc3ncccc32)cc1)c1ccccc1 (stereo not given) | 0.1% | -9.1% | x
COc1cccc(Nc2nc(-c3sc(NC(=O)c4ccco4)nc3C)cs2)c1 | -1.0% | -9.8% | -14.7%
Cc1c(-c2ccc(Cl)cc2)c(=O)oc2ccc(OC(=O)N3CCOCC3)cc12 | -5.9% | -18.1% | x
CCc1ccc(Nc2nc(N)nc(CSc3nnnn3-c3ccccc3)n2)cc1 | -2.9% | -0.6% | 1.8%

In another format: entries from further up
Each structure is followed by: GCN5L2 inh, FEN1 inhibitor, N370S GC mod
- COc1cccc(Nc2nc(-c3sc(NC(=O)c4ccco4)nc3C)cs2)c1
→ -1.0%, -9.8%, -14.7%
- Cc1cccc(NC(=O)c2cc(Cl)sc2Cl)c1C
→ -7.0%, -5.2%, 2.4%
- COc1ccc(-n2c(SCc3ccccn3)nc3c(c2=O)SCC3)cc1OC
→ -4.1%, 1.7%, -3.1%
- CCOC(=O)C1CCCN(C(=O)c2ccc(CNc3c(N4CCC(C)CC4)c(=O)c3=O)cc2)C1 (stereo not given)
→ -4.8%, 5.5%, 0.5%
- CCOC(=O)c1[nH]c2ccc(OC)cc2c1NC(=O)OC
→ -7.9%, -10.9%, 9.2%
- CCn1c(-c2ccc(F)cc2)n[nH]c1=S
→ 1.2%, 15.9%, 13.1%
- COc1ccc(NC(=O)Cn2c(=O)n(CCCCCC(=O)NCc3ccc4c(c3)OCO4)c(=O)c3sccc32)cc1Cl
→ 5.0%, 89.1µM*, x

Continuation:
SMILES | GCN5L2 inh | FEN1 inhibitor | N370S GC mod
Cc1ccc(-n2[nH]c3c4c(ccc3c2=O)C(=O)c2ccccc2C4=O)cc1 | -3.4% | 0.5% | 3.5%
O=C(O/N=C/C1=C(Cl)c2ccccc2CC1)c1ccc(F)cc1 | -7.2% | -6.9% | 7.0%
CNS(=O)(=O)c1cc(N(C)S(=O)(=O)c2ccc(C)cc2)c(C)cc1C | -0.9% | 0.0% | 5.3%
COc1ccc(S(=O)(=O)N(C)C)cc1NC(=O)CSc1nncs1 | -3.2% | 5.7% | -4.6%
O=C(OCCCc1cc2ccccc2c(=O)o1)c1ccc(F)cc1 | -5.5% | 3.8% | x
CCCCn1c(N)c(N(CC(C)C)C(=O)c2cc(=O)[nH]c3ccccc23)c(=O)[nH]c1=O | 0.9% | 9.4% | -11.3%
O=C(Cn1[nH]c(=O)c2ccccc2c1=O)NC1CCN(Cc2ccccc2)CC1 | -0.6% | -17.6% | -9.0%
CC(=O)Nc1ccc(C(=O)Nc2cccc(-c3cnc4ccccc4n3)c2)cc1 | -9.9% | 2.1% | 3.1%
CC(C)CC1NC(=O)N(CC(=O)Nc2cccc(Br)c2)C1=O (stereo not given) | -2.7% | -9.4% | x
CCCCCOC(=O)C(C)Sc1n[nH]c(=O)[nH]c1=O (stereo not given) | -4.9% | -5.8% | -1.3%
CN(C)c1ncc2nc(-c3cccc(C#N)c3)c(=O)n(C[C@H]3CCCO3)c2n1 | -19.9% | x | 28.7%
CCOCCCNC(=O)C(NC(=O)c1ccc2c(c1)OCO2)c1ccc(OC)cc1 (stereo not given) | 1.0% | -5.5% | 0.6%
CC1CN(c2nnnn2-c2ccccc2)CC(C)O1 (stereo not given) | 1.7% | -8.1% | -2.0%
CC(C)CN1CCCC2(CCN(C(=O)c3cc(C(F)(F)F)cc(C(F)(F)F)c3)CC2)C1 | -10.9% | x | -7.9%
COc1cc2c(cc1OC)CN(C(=O)c1ccc(S(=O)(=O)N3CCCC3)cc1)CC2 | -6.0% | 0.3% | -9.9%
CCN(CC)c1nc2c(c(=O)n(C)c(=O)n2C)n1CC(=O)c1ccccc1 | -12.2% | -4.0% | -16.5%
Cc1ccc(CN(C(=O)c2ccc([N+](=O)[O-])cc2)C2CCS(=O)(=O)C2)o1 (stereo not given) | 0.9% | -7.7% | -1.4%
Cc1cccc(N(CC(=O)NC2CCCC2)C(=O)c2csnn2)c1C | -1.4% | 14.9% | -12.6%
NC(=O)Nc1sc(-c2ccc(F)cc2)cc1C(N)=O | 0.0% | x | -0.9%
Cn1c(=O)oc2cc(S(=O)(=O)NC(Cc3ccccc3)C(=O)Nc3ccc(F)cc3)ccc21 (stereo not given) | -6.7% | -7.9% | x
Oc1ccccc1N1CCN(c2nnnn2-c2ccccc2)CC1 | -9.1% | 7.8% | -5.5%
CCC(=O)Nc1nc2nc(-c3ccccc3)cc(=O)n2[nH]1 | 15.1% | -0.4% | 7.4%
CCc1ccc(C(CC(=O)O)N2Cc3ccccc3C2=O)cc1 (stereo not given) | 22.2% | -3.5% | -2.8%
CN(/N=C/c1cccnc1)C1=NS(=O)(=O)c2ccccc21 | 3.8% | 8.4% | 5.8%
CCOc1ccc(NC(=O)Cn2c(=O)oc3cc(S(=O)(=O)N4CCCCCC4)ccc32)cc1 | -5.7% | -1.5% | x
COc1ccc(OCC(=O)OCC(=O)c2ccc(OC)c(F)c2)cc1 | -2.3% | -9.7% | x
COc1ccc(/C=N/Nc2nnc(-c3ccccc3)c(=O)[nH]2)cc1 | -2.0% | -2.0% | 11.7%
Cc1ccc(NC(=O)COC(=O)CCC(=O)c2cccs2)cc1 | 0.9% | -1.6% | 12.9%
CC(=O)c1c(OC(=O)c2ccccc2)ccnc1C(F)(F)F | -7.9% | -4.0% | x
CCCNC(=O)c1ccc(N2CCC3(CC2)CC(c2cccc(Br)c2)=NO3)c(NC(=O)c2ccco2)c1 | -5.4% | -5.9% | -6.9%
Nc1nc(Cn2nnc(-c3ccccc3Cl)n2)nc(N2CCOCC2)n1 | 2.8% | 7.5% | 23.8%
COc1cc(NC(=O)C2CCN(c3cnc4ccccc4n3)CC2)cc(OC)c1OC | -2.7% | -2.4% | x
CCOc1ccccc1NC(=O)C1CCC(CNc2c(N3CCCCC3)c(=O)c2=O)CC1 (stereo not given) | 2.3% | -13.9% | -2.4%
COc1cc(C(=O)NC(C)Cc2cccs2)cc(OC)c1OC (stereo not given) | -6.7% | 12.4% | 23.5%
O=C(OC(C(=O)Nc1ccc(Cl)cc1C(F)(F)F)c1ccccc1)c1c(Cl)cccc1Cl (stereo not given) | -8.6% | -14.0% | 9.9%
CCCC(=O)Nc1nc2ccc(OCC)cc2s1 | -0.1% | 13.9% | 1.4%
O=C(CN1CCN(S(=O)(=O)c2ccc(Br)cc2)CC1)Nc1ccccc1C(=O)c1ccccc1 | -1.2% | -6.1% | 6.8%
O=C(N/N=C1\CCc2ccccc21)c1ccccc1Cl | -2.7% | 1.6% | 6.9%
COc1ccc(C2C(C(=O)Nc3ccccc3)=C(C)Nc3nc(-c4ccc(Cl)cc4)nn32)cc1 (stereo not given) | -3.2% | -11.3% | x
CC(CNC(=O)COC(=O)c1cccs1)c1ccccc1 (stereo not given) | -5.1% | -2.4% | x
c1ccc(N2CCN(Cc3cn4ccccc4n3)CC2)cc1 | -11.7% | 1.8% | -0.9%
O=C(CN1C(=O)NC2(CCCCC2)C1=O)Nc1ccc2c(c1)OCCCO2 | -17.1% | -8.4% | x
CC(C)c1nc(N2CCOCC2)c(C#N)c2c1COC(C)(C)C2 | -1.9% | 1.5% | -0.4%
Cc1cc(C)cc(C(=O)Nn2cnnc2)c1 | 2.4% | -1.6% | -9.1%
CC(=O)Nc1ccc(/C(C)=N/NS(=O)(=O)c2ccc(C)cc2)cc1 | 13.8% | -2.6% | 2.6%
Cc1ccccc1NC(=O)Cn1cc(C(=O)c2ccco2)c2ccccc21 | -9.3% | -18.2% | x
Cc1ccc(OCCn2c3ccccc3n3nc(C)c(=O)nc23)cc1 | -0.3% | -12.1% | -1.1%
